Screening results: PubChem BioAssay, National Center for Advancing Translational Sciences (NCATS)
GLP1R inv ag: qHTS of GLP-1 Receptor Inverse Agonists (Inhibition Mode) | 410,000 tested, 1.6% active | Potency, µM (titrated, usually from 38.3 µM), inactives show at the highest dose activity change, negative = inhibition, hits mostly inhibitors | HEK293 GLP-1R CRE-luciferase, luminescence, 24 h; GLP-1R form is constitutively active | Glucagon-like peptide 1 receptor (Homo sapiens), P43220; further: potency means the concentration at half of the fitted maximal effect; on the % scale 0 is the no-effect control and ±100 the full control effect; nearly all actives have a fitted effect of over 55% in size
Target sequence (P43220 whole entry, looked up): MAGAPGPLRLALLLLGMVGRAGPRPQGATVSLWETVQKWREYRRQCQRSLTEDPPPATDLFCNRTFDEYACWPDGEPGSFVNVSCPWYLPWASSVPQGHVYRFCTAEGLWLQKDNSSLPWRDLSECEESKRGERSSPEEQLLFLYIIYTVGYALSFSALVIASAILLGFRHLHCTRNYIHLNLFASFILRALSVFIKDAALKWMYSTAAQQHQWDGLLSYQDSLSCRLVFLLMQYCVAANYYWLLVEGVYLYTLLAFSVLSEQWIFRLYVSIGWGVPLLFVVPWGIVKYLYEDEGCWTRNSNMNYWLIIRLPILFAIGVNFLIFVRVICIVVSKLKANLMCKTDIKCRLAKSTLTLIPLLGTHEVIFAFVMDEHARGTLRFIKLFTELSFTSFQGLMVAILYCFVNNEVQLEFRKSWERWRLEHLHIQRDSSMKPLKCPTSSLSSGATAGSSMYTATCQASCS
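GLP-1R inverse agonism mode: basal reporter luminescence in engineered HEK293 cells measured after one day of compound exposure at 37 deg C, with a 12 min room-temperature detection step.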
PI5P4K alpha inh: qHTS for Inhibitors of phosphatidylinositol 5-phosphate 4-kinase (PI5P4K). PI5P4Kalpha enzyme, ADP-Glo luminescence, 60 min; stronger effect = lower value. max response, %. 330,000 tested, 1.2% active. AID 652105, 2013; active means max response of -50% or lower; inconclusive means between -30% and -50%; inactive means -30% or higher; further: value at the top dose of about 77 µM; on the % scale 0 is the no-effect control and ±100 the full control effect
Target sequence (P48426 whole entry, looked up): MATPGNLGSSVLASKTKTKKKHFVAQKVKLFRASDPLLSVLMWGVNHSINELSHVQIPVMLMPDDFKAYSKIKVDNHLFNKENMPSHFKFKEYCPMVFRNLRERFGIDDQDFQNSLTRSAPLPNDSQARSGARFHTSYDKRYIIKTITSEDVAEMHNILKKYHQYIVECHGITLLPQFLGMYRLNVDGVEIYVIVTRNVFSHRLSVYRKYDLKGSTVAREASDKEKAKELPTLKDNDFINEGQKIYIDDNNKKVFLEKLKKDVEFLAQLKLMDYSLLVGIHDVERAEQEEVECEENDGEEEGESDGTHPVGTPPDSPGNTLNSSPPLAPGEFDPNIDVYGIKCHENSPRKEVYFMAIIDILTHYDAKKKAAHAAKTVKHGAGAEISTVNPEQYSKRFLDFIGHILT
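Single end-point luminescence (ADP-Glo) quantified ADP from PI5P4Kalpha turnover; ATP 5 microM final, 1 h at RT, 0.1% CHAPS and 0.28 mM EGTA in HEPES pH 7.4.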
IL-2 act: qHTS of IL-2 Activators; activation, % (series mostly up to about 46 µM); 360,000 tested, 0.065% active; IL-2 activation reporter assay, cell-based qHTS; stimulated with anti-CD3/CD4/CD28 beads; in transgenic mouse T cells; AID 652025, 2013; in the data active means activation above about 50%; inconclusive means mostly about 30% to 49%; further: 0% is about no effect
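Unstimulated transgenic mouse T cells, 750 per well, received compound and, after 60 minutes, anti-CD3/anti-CD4 bead plus anti-CD28 stimulation. EGFP and DsRed were quantified after 18 hours.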
GLP1R cytotox: qHTS of GLP-1 Receptor Inverse Agonists: Cytotox Screen | HEK293 cAMP-luciferase reporter cells, luminescence, 24 h | Potency, µM (series often up to 38.3 µM), for inactives: at the top dose activity change, negative = inhibition, actives largely listed as inhibitors | 410,000 tested, 0.13% active | AID 624418, 2012;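 further: loss of luciferase light is scored as toxicity; potency means the concentration at half of the fitted maximal effect; on the % scale 0 is the no-effect control and ±100 the full control effect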
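Luminescence readout: signal drop marks cytotoxicity. Plated cells grew 12 h at 37 °C, 5% CO2, received 23 nL compound for 24 h, then got luciferase reagent, read after 12 min at RT.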
DRD3 agonist: qHTS of D3 Dopamine Receptor Agonist: qHTS; D(3) dopamine receptor (Homo sapiens), P35462; D3R DiscoveRx beta-arrestin cells, luminescence, 90 min; max activation, %; 410,000 tested, 0.58% active; AID 652048, 2013; in the data active means max activation above about 30%; further: 0% is about no effect; mostly tested at two doses, the higher about 12 µM
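Agonist-mode cell screen: cells plated at 1500/well and incubated overnight at 37 °C, then exposed to library compounds for 90 min at 37 °C. Detection reagent was added for 30–60 min at room temperature, and luminescence was read.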
GLP-1R agonist: qHTS of GLP-1 Receptor Agonists. HEK293 GLP-1R CRE-luciferase, luminescence, 4-6 h; cells express a hypersensitive GLP-1R form. Potency, µM (highest dose often 45.6 µM), for the others: at the top dose activation, usual class: activators. 380,000 tested, 0.007% active; further: potency means the concentration at half of the fitted maximal effect; % of control where 0% means no effect
PLK1 PBD inh: qHTS for Inhibitors of PLK1-PDB (polo-like kinase 1 - polo-box domain): Primary Screen. Plk1 PBD binding of FITC phosphopeptide, fluorescence polarization. AID 720504, 2013. 360,000 tested, 2.8% active. Serine/threonine-protein kinase PLK1 (Homo sapiens), P53350. Potency, µM, for inactives: max response, negative = inhibition, hits mostly inhibitors; further: potency means the concentration at half of the fitted maximal effect; series mostly up to about 57 µM; on the % scale 0 is the no-effect control and ±100 the full control effect; nearly all actives have a fitted effect of over 65% in size
DRD3 antagonist: qHTS of D3 Dopamine Receptor Antagonist: qHTS; D(3) dopamine receptor (Homo sapiens), P35462; D3R cells, DiscoveRx beta-arrestin luminescence, antagonist mode; stronger effect = lower value; max response, negative = inhibition, %; 360,000 tested, 2.5% active; AID 652054, 2013; in the data active means max response below about -50%; inconclusive means no clear call, values can overlap the other calls; further: on the % scale 0 is the no-effect control and ±100 the full control effect; mostly tested at two doses, the higher about 12 µM
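Cells expressing the human receptor were seeded at 1500 cells/well, incubated overnight at 37 degrees C in 5% CO2, then exposed to library compounds with dopamine controls for 90 minutes at 37 degrees C before luminescent detection.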
WRN helicase inh: qHTS for Inhibitors of WRN Helicase | Bifunctional 3'-5' exonuclease/ATP-dependent helicase WRN (Homo sapiens), Q14191 | WRN helicase unwinding, fluorescent forked duplex, kinetic | AID 651768, 2012 | Potency, µM (series often up to 114 µM), without a hit: at the top dose activity change, negative = inhibition, actives largely listed as inhibitors | 360,000 tested, 0.46% active; further: potency means the concentration at half of the fitted maximal effect; on the % scale 0 is the no-effect control and ±100 the full control effect; nearly all actives have a fitted effect of over 55% in size
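Kinetic fluorescence helicase assay: unwinding of a quenched forked DNA duplex (100 nM final) with 2 mM ATP final raises red fluorescence (525/598 nm). Compounds sat 15 min at room temperature with 20 nM WRN beforehand.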
The depositor's hits bear a star; u = inconclusive; x = no result given; & = joins results of further samples; [ ] = dose if it differs, or a comment. Unless noted, the call rests on the fitted dose curve; in most records, active means well fitted curve in the direction sought with a large enough effect; inconclusive means small, poorly fitted or top-dose-only effect, or another doubt; inactive means no such curve, though single readings can be large; an effect the other way counts as inactive or inconclusive. Compounds as they come; about 7.8% have a hit in one of these screens.

SMILES	GLP1R inv ag	PI5P4K alpha inh	IL-2 act	GLP1R cytotox	DRD3 agonist	GLP-1R agonist	PLK1 PBD inh	DRD3 antagonist	WRN helicase inh
O=C(C/C=N/OCc1c(Cl)cccc1Cl)c1cnc(-c2ccccc2)s1	u	-11	1.3	-11%	-1	-23%	1%	0	4%
O=C1CN(c2nc(-c3cccnc3)nc3scc(-c4ccccc4)c23)CCN1	61%[activator]	6	-0.5	15%	2	12%	3%	17	-2%
O=C1CC2(CCN(C(=O)c3cccc(Cl)c3)CC2)Oc2ccccc21	-27%	-1	-1.3	-4%	6	-7%	-3%	3	-2%
O=C(c1cnn2c(C(F)F)cc(-c3ccccc3)nc12)N1CCN(Cc2ccc3c(c2)OCO3)CC1	u	5	-0.8	22%	-12	25%	-8%	-75*	-25%
O=C1C(=O)N(Cc2cccnc2)C(c2cccc([N+](=O)[O-])c2)/C1=C(/O)c1ccc2c(c1)OCO2 (stereo not drawn)	23%	-4	-3.5	17%	3	-1%	-11%	-20	-34%
O=C1Nc2ccccc2N(C(=O)c2c(F)cccc2F)C1c1nc2ccccc2[nH]1 (stereo not drawn)	12%	-7	-0.7	1%	-10	1%	0%	0	8%
COc1ccc(Cl)cc1NC(=O)C/C(C)=N/NC(=O)c1ccccc1[N+](=O)[O-]	10%	-10	1.1	-10%	-5	4%	-13%	-27	-6%
O=C(CN1C(=O)/C(=C\c2cccc(Br)c2)Oc2ccccc21)NCCCN1CCOCC1	u	-2	-2.4	u	-5	3%	27µM*	-11	7%
Cc1cccc2c1cnn2C(=O)Nc1cc(F)ccc1F	5%	10	0.2	7%	8	13%	-8%	16	3%
COc1cc(NC(=O)C2=CC(c3cccs3)=NS(=O)(=O)N2C)cc(OC)c1OC	5%	-4	-3.3	-12%	2	7%	-5%	14	-6%
CC(C)C(C=Cc1ccccc1)=NNS(=O)(=O)c1ccccc1	u	0	0.0	-3%	3	1%	-5%	-13	-4%
CCCCOC(=O)c1ccc(NC(=S)NC(=O)c2c(Cl)cnn2CC)cc1	-17%	7	-3.9	-3%	-1	-1%	0%	-11	-8%
O=C(NC12CC3CC(CC(C3)C1)C2)c1ccc(=O)oc1	23%	-7	0.1	6%	3	0%	-16%	-18	5%
Cc1ccc(N2C(=O)c3ccccc3C2(O)c2ncc[nH]2)cc1 (stereo not drawn)	9%	-7	0.0	22%	-6	15%	0%	-10	-5%
Cn1c(=O)[nH]c(=O)c2[nH]c(NCCCN3CCOCC3)nc21	5%	-2	-3.0	3%	2	-6%	2%	7	-8%[57.1 µM]
CCOC(=O)C(C)Sc1nnc(NC(=O)c2ccc3c(c2)OCO3)s1 (stereo not drawn)	15%[7.66 µM]	4	0.3	15%[7.66 µM]	-1	-3%	1%	-12	-2%
O=C(COc1cccnc1[N+](=O)[O-])NCCc1ccc(F)cc1	20%	-8	7.5	-21%	0	7%	-5%	8	4%
COc1ccc(C(=O)N2CCN(CC(=O)N3CCOCC3)CC2)cc1	25%	0	0.1	19%	-4&-7	5%&3%	-18%	0	-6%
COc1ccc(S(=O)(=O)N2CC(C(=O)O)Oc3ccccc32)cc1 (stereo not drawn)	1%	2	0.5	-1%	3	1%	-15%	-6	-3%
Cc1csc(NC(=O)CSc2nsc(SCC(=O)Nc3nc(C)cs3)c2C#N)n1	-2%	x	-3.7	-20%	-12	-20%	-13%	-3	-10%
Cc1sc2nc(SCC(=O)NCCO)n(C)c(=O)c2c1C	0%	x	-2.6	3%	-19	8%	1%	-12	-10%
CCOC(=O)C1(O)CC(C)=NN1C(=O)c1cccc(Cl)c1 (stereo not drawn)	-21%	0	0.7	-24%	1	2%	1%	5	0%[57.1 µM]
c1ccc(-c2csc3ncnc(NCC4COc5ccccc5O4)c23)cc1 (stereo not drawn)	-50%	-9	-0.9	5%	24	1%	-3%	38	-9%
COC(=O)c1ccccc1NC(=O)CN1C(=O)c2ccccc2C1=O	-1%	1	0.6	-2%	4	9%	0%	23	-5%
O=C(O)C(C=C(Cl)Cl)N1CCOCC1 (stereo not drawn)	3%	0	-0.3	9%	3	-1%	-14%	-27	2%
CC(=O)Nc1cccc(NC(=O)CSc2nc(C)c(C)c(C)c2C#N)c1	0%	x	-0.5	12%	-3	0%	u	-19	8%
COc1ccc(NS(=O)(=O)c2cccc(C(=O)NNC(=O)COc3ccccc3)c2)cc1	1%	1	-1.2	-1%	-1	-2%	-7%	0	-19%
Nc1c(N=O)c(=O)[nH]c(=O)n1-c1ccccc1	-11%	-5	-4.0	4%	-8	-1%	5%	u	-7%
CSCCC(Nc1nc2ccccc2s1)C(=O)O (stereo not drawn)	23%	1	0.4	1%	2	-1%	-4%	-21	4%
Cc1nn(Cc2ccccc2)c(C)c1CCC(=O)O	3%	-2	-3.7	-3%	1	6%	2%	28	6%
O=C(NNC(=O)C1CCCO1)c1ccc(F)cc1 (stereo not drawn)	1%	-2	1.5	-3%	10	2%	-1%	25	5%
COc1cccc(NC(=O)COC(=O)Cc2ccc(Br)cc2)c1	0%	2	-4.6	9%	9	-1%	-4%	-8	0%
O=C(CSc1nnnn1-c1cccc2c1CCCC2)N1CCOCC1	-21%	x	1.1	-14%	15	11%	-2%	8	-5%
O=C(N/N=C/c1ccccc1O)C1(O)c2ccccc2-c2ccccc21	u	-18	-3.3	-5%	-13	-9%	-2%	-13	-26%
CC(=O)OCC1OC(OCc2cn(C[C@H]3CC[C@@H]([C@@H]4CC[C@H](Cn5cc(COC6OC(COC(C)=O)C(OC(C)=O)C(OC(C)=O)C6OC(C)=O)nn5)O4)O3)nn2)C(OC(C)=O)C(OC(C)=O)C1OC(C)=O (stereo partly drawn)	6%	5	0.0	23%	-7	1%	-13%	-10	14%
Cc1oc(S(=O)(=O)N2CCOCC2)cc1C(=O)Nc1ccc(F)cc1	-20%	-7	-1.5	-1%	11	3%	1%	-4	-2%
O=C(CC[C@H]1O[C@@H](n2cnc3c(NC(=O)c4ccccc4)ncnc32)[C@H](O)[C@@H]1O)NCC1CCN(Cc2ccccc2)CC1	16%	-3	-0.2	-12%	-7	-6%	-5%	0	-1%
COc1ccc(CCNc2ccc(C(CC(N)=O)NC(=O)Cc3cccc4ccccc34)cc2[N+](=O)[O-])cc1 (stereo not drawn)	3%	-1	-0.5	-8%	-15	0%	-5%	-21	-9%
CS(=O)(=O)Nc1ccc(C2=NN(C(=O)CCCC(=O)O)C(c3cccs3)C2)cc1 (stereo not drawn)	11%	-13	-0.7	14%	-10	-1%	-4%	-23	3%
C=CCn1c(=O)n(C)c2c(=O)n(C)c(=O)n(C)c21	-10%	1	0.7	-2%	7	7%	-18%	16	8%

Reformatted: entries from further up.
| compound | GLP1R inv ag | PI5P4K alpha inh | IL-2 act | GLP1R cytotox | DRD3 agonist | GLP-1R agonist | PLK1 PBD inh | DRD3 antagonist | WRN helicase inh |
| --- | --- | --- | --- | --- | --- | --- | --- | --- | --- |
| O=C(CSc1nnnn1-c1cccc2c1CCCC2)N1CCOCC1 | -21% | x | 1.1 | -14% | 15 | 11% | -2% | 8 | -5% |
| O=C(N/N=C/c1ccccc1O)C1(O)c2ccccc2-c2ccccc21 | u | -18 | -3.3 | -5% | -13 | -9% | -2% | -13 | -26% |
| CC(=O)OCC1OC(OCc2cn(C[C@H]3CC[C@@H]([C@@H]4CC[C@H](Cn5cc(COC6OC(COC(C)=O)C(OC(C)=O)C(OC(C)=O)C6OC(C)=O)nn5)O4)O3)nn2)C(OC(C)=O)C(OC(C)=O)C1OC(C)=O (stereo partly drawn) | 6% | 5 | 0.0 | 23% | -7 | 1% | -13% | -10 | 14% |
| Cc1oc(S(=O)(=O)N2CCOCC2)cc1C(=O)Nc1ccc(F)cc1 | -20% | -7 | -1.5 | -1% | 11 | 3% | 1% | -4 | -2% |
| O=C(CC[C@H]1O[C@@H](n2cnc3c(NC(=O)c4ccccc4)ncnc32)[C@H](O)[C@@H]1O)NCC1CCN(Cc2ccccc2)CC1 | 16% | -3 | -0.2 | -12% | -7 | -6% | -5% | 0 | -1% |
| COc1ccc(CCNc2ccc(C(CC(N)=O)NC(=O)Cc3cccc4ccccc34)cc2[N+](=O)[O-])cc1 (stereo not drawn) | 3% | -1 | -0.5 | -8% | -15 | 0% | -5% | -21 | -9% |
| CS(=O)(=O)Nc1ccc(C2=NN(C(=O)CCCC(=O)O)C(c3cccs3)C2)cc1 (stereo not drawn) | 11% | -13 | -0.7 | 14% | -10 | -1% | -4% | -23 | 3% |
| C=CCn1c(=O)n(C)c2c(=O)n(C)c(=O)n(C)c21 | -10% | 1 | 0.7 | -2% | 7 | 7% | -18% | 16 | 8% |

Next section:
SMILES	GLP1R inv ag	PI5P4K alpha inh	IL-2 act	GLP1R cytotox	DRD3 agonist	GLP-1R agonist	PLK1 PBD inh	DRD3 antagonist	WRN helicase inh
O=C(C1=C[C@@H](c2ccc(Br)cc2)C[C@@H](OCc2ccc(CO)cc2)O1)N1CCN(Cc2ccccc2)CC1	-1%	5	-3.1	-15%	-14	-5%	-10%	u	-5%
CCc1cc2c(=O)c(Oc3ccccc3F)c(C)oc2c(CN(C)C)c1O	0%	1	-1.1	7%	-7	-4%	-7%	0	-9%
COC(=O)c1c(C(=O)OC)c(-c2ccc(C)cc2)n2c1CCC2	2%	x	-1.4	-16%	18	-1%	-1%	3	-2%
O=S(=O)(NC1c2cccc3cccc(c23)C1Sc1ncccn1)c1ccccc1 (stereo not drawn)	u	10	1.3	5%	-2	-4%	-11%	-21	-21%
